High-throughput results (PubChem)
GLS inhibitor: inhibitors of human glutaminase (GLS); Potency, µM (titrated, usually from 45.5 µM), without a hit: at the highest dose activity change, negative = inhibition, actives largely listed as inhibitors; O94925; GLS enzymatic activity, qHTS titration; 410,000 compounds, 0.21% hits; note: potency is the fitted concentration of half-maximal effect; % is set by controls: 0 for no effect and ±100 for the full control effect
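Two-point fluorescence kinetic (t0, 30 min RT) for hKGA; glutamate detected via glutamate oxidase–HRP–Amplex Red. Substrate: 1 mM L-glutamine solution; buffer 45 mM KH2PO4, pH 8.2.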
TrxR1 inh: inhibitors of rat thioredoxin reductase 1; recombinant rTrxR1, NADPH fluorescence consumption, selenite substrate; Potency, µM (top dose mostly 114 µM), without a hit: at the highest dose activity change, negative = inhibition, usual class: inhibitors; 390,000 compounds, 1% hits; AID 588453; note: potency is the fitted concentration of half-maximal effect; % is set by controls: 0 for no effect and ±100 for the full control effect; nearly all actives have a fitted effect of over 65% in size
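Rat TrxR1 (90 nM in the dispensed reagent) was pre-reduced with 400 uM NADPH for 5 min at room temperature, then incubated with compound for 15 min. After 400 uM selenite was added, NADPH fluorescence (Ex 340/Em 450 nm) was followed for 8 min.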
IDH1 R132H inh: human IDH1 R132H inhibition; O75874; IDH1-R132H enzyme, NADPH consumption, diaphorase/resazurin fluorescence; Potency, µM (series often up to 76.6 µM), without a hit: top-dose activity change, negative = inhibition, most hits filed as inhibitors; 390,000 compounds, 0.093% hits; note: potency is the fitted concentration of half-maximal effect; % is set by controls: 0 for no effect and ±100 for the full control effect; nearly all actives have a fitted effect of over 65% in size
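IDH1-R132H (0.5 ug/mL) preincubated 30 min with compound, then NADPH (0.016 mM) and alpha-KG (2 mM) added; 80 min at RT, pH 7.5. Remaining NADPH coupled via diaphorase/resazurin to fluorescence (540/590 nm); concentration-response curves normalized to no-enzyme control.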
HP1b chromo inh: inhibitors of HP1-beta chromodomain binding to methylated histone tails. P83916. AlphaScreen HP1-beta / biotin-H3K9me3 peptide binding. Potency, µM (doses to about 114 µM), without a hit: top-dose activity change, negative = inhibition, usual class: inhibitors. 390,000 compounds, 0.56% hits. AID 540317; note: potency is the fitted concentration of half-maximal effect; nearly all actives have a fitted effect of over 70% in size; inactives centre near 23
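Compound inhibition of the preformed complex between 50 nM HP1-beta and 50 nM biotinylated H3K9me3 peptide was read by AlphaScreen. Buffer was PBS pH 7.4 with 0.01% Tween-20. Incubations ran 30 min at room temperature, with 10 ug/mL donor/acceptor beads.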
PI4K2A block: inhibitors of human PI4K2A; AID 1346378; activity change, negative = inhibition, % at 76.9 µM; Q9BTU6; purified PI4K2A, ADP-Glo luminescence, 1 h; active compounds read low; 420,000 compounds, 0.13% hits; in the data active = activity change below about -50%; inconclusive = mostly about -30% to -49%;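 note: -100% = wells without enzyme as full effect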
Target sequence (Q9BTU6 whole entry, looked up): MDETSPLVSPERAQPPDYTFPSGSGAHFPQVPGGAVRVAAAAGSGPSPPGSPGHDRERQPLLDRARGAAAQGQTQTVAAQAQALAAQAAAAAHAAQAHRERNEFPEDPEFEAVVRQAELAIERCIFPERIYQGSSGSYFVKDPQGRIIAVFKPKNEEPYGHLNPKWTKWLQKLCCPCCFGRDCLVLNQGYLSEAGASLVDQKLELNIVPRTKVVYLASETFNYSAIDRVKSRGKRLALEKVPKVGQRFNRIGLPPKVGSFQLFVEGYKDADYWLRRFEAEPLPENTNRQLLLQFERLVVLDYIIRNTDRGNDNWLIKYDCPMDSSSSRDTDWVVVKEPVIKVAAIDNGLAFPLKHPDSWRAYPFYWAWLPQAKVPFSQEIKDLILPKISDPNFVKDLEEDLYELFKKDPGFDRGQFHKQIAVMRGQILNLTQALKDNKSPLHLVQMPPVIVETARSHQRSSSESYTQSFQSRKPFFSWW
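PI4K2A activity was measured by ADP-Glo luminescence: enzyme (4 ug/mL stock) and phosphatidylinositol (1.2 mM stock) in Tris pH 7.5/MgCl2/EGTA/Triton X-100 buffer were reacted with ATP (300 microM stock) for one hour at ambient temperature.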
Tb PGK inh: blocks T. brucei phosphoglycerate kinase; PGK/GAPDH coupled, Kinase-Glo luminescence, 60 min; Potency, µM (series often up to 57.5 µM), without a hit: at the highest dose activity change, negative = inhibition, usual class: inhibitors; 380,000 compounds, 0.043% hits; AID 602233; note: potency is the fitted concentration of half-maximal effect; % is set by controls: 0 for no effect and ±100 for the full control effect; nearly all actives have a fitted effect of over 60% in size
Target sequence (P07378 whole entry, looked up): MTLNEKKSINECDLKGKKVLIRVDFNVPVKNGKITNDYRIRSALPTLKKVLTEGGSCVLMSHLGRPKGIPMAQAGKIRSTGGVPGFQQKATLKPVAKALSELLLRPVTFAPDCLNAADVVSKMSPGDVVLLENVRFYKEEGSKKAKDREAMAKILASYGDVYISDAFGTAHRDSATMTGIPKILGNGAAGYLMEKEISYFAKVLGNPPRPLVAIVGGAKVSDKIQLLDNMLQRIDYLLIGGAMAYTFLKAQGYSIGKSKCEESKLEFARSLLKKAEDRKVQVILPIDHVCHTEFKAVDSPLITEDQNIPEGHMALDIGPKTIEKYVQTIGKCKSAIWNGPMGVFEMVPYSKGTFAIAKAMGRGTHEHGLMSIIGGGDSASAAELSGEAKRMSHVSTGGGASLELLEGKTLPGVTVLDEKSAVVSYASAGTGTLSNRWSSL
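Luminescent ATP detection (Kinase-Glo Plus) follows a 60-minute room-temperature incubation, with wells lacking PGK as controls. Buffer: 100 mM TEA (pH 7.6), 5 mM MgCl2, 0.01% Tween-20. Coupling enzyme GAPDH (100 nM final) supplies unstable 1,3-BPG in-well.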
TrxR1 substrate: is turned over as a substrate by rat TrxR1; O89049; purified TrxR1 substrate turnover, NADPH consumption readout; Potency, µM (series often up to 114 µM), without a hit: at the top dose activity change, negative = substrate turnover; 390,000 compounds, 0.01% hits; AID 588456; note: potency is the fitted concentration of half-maximal effect; % is set by controls: 0 for no effect and ±100 for the full control effect; nearly all actives have a fitted effect of over 50% in size
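Rat TrxR1, dispensed at 90 nM, was prereduced with 400 uM NADPH (final) for 5 min at ~22 deg C, then incubated with compound 15 min before 400 uM selenite. A first-read NADPH fluorescence drop versus no-compound background flagged substrates.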
Pin1 inhibitor: blocks the human prolyl isomerase Pin1; Q13526; Pin1 FP peptide displacement, HiFluor488, 10 min; Potency, µM (highest dose often 115 µM), for inactives: at the top dose activity, negative = inhibition, actives largely listed as inhibitors; 390,000 compounds, 0.009% hits; AID 504891; active = well fitted inhibition curve with a large enough effect in the polarisation, with a control signal flat, not every such curve was filed as active; inconclusive = small, poorly fitted or top-dose-only effect, or effect the other way, or a change in a side signal; inactive = no such curve, though single readings can be large or run the other way; the % refers to the polarisation; note: potency is the fitted concentration of half-maximal effect; % is set by controls: 0 for no effect and ±100 for the full control effect
Target sequence (Q13526 whole entry, looked up): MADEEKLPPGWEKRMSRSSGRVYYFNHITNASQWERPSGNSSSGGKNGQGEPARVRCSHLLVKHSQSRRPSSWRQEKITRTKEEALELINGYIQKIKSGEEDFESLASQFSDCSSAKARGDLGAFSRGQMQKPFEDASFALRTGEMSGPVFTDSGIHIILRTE
USP1 inh: blocks the human USP1/UAF1 deubiquitinase complex; recombinant USP1/UAF1, Ub-Rhodamine cleavage fluorescence; O94782; Potency, µM (top dose mostly 57.1 µM), for the others: at the highest dose activity change, negative = inhibition, usual class: inhibitors; AID 743255; 390,000 compounds, 0.23% hits; note: potency is the fitted concentration of half-maximal effect; % is set by controls: 0 for no effect and ±100 for the full control effect; nearly all actives have a fitted effect of over 60% in size; inactives centre near -12
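In this screen, compounds sit with the deubiquitinase complex (1nM) for 15 min at room temperature before Ub-Rho is added at 150nM final. Fluorescence rise is then followed for 6 reads every 60 seconds.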
* hit, by the source's call; i = inactive; ? = inconclusive; . = not tested or not shown; & = joins results of further samples; [ ] = remark or other dose. Unless noted, calls come from the whole dose curve; as a rule, active = well fitted curve in the direction sought with a large enough effect; inconclusive = small, poorly fitted or top-dose-only effect, or another doubt; inactive = no such curve, though single readings can be large; an effect the other way counts as inactive or inconclusive. An excerpt. The share of hits here may be higher or lower than overall.

SMILES | GLS inhibitor | TrxR1 inh | IDH1 R132H inh | HP1b chromo inh | PI4K2A block | Tb PGK inh | TrxR1 substrate | Pin1 inhibitor | USP1 inh
O=C(CCn1c(=O)[nH]c2ccsc2c1=O)N1CCN(c2ccc([N+](=O)[O-])cc2)CC1 | 1% | 5% | 0% | 6% | 8 | -3% | -6% | 17% | -19%
CCN1CCCC(NC(=O)c2scc3c2CCCC3)C1 (centres undefined) | 7% | 16% | 2% | 30% | -6 | -4% | 8% | -1% | -21%
CC1(c2ccc(OCC#N)cc2)C=C(c2ccc(OCC#N)cc2)n2nc(C(F)(F)F)nc2N1 (centres undefined) | 4% | 3% | -11% | 9% | 5 | 1% | -5% | -1% | -10%
CCCCn1c(N)c(N(CCOC)C(=O)CSc2nnc(-c3ccc(C(C)(C)C)cc3)n2N)c(=O)[nH]c1=O | -4% | -2%[57.1 µM] | 1% | 42%[activator] | 0 | -9% | -8%[57.1 µM] | -2% | -21%
O=C(NCc1ccccc1)C1CCCN(c2cnccn2)C1 (centres undefined) | 1% | 17% | -5% | 43%[activator] | 2 | -8% | -2% | 0% | -9%
O=C(Nc1ccc(Cc2ccncc2)cc1)C1CCC(N2C(=O)C3C4C=CC(C4)C3C2=O)CC1 (centres undefined) | 15% | 13% | -1% | 22% | 1 | -8% | 7% | -14% | -12%
COc1ccc(C(=O)CCC(=O)NC2=NCCS2)cc1 | -3% | ? | 5% | 84%[activator] | -5 | i | 6% | -8% | -19%
O=C(c1ccccc1Oc1ccccc1)N1CCN(c2ccccc2)CC1 | 7% | 27%[57.1 µM] | 2% | -24% | 1 | -10% | 9%[57.1 µM] | 2% | -14%
O=C(Cc1cccc(NC(=O)C2CCN(C(=O)C3CCC3)CC2)c1)Nc1cccc(C(=O)N2CCCCC2)c1 | 2% | 12% | 1%[38.3 µM] | 17% | -1 | -10% | 8% | -1% | -16%
CC(=O)Nc1ccc(NS(=O)(=O)c2c(C(=O)N3CCCCCC3)c(C)n(C)c2C)cc1 | 25% | 14%[57.1 µM] | -11% | -15% | 1 | i | -1%[57.1 µM] | -7% | -10%
CCOc1ccccc1/C=N/NC(=O)C[n+]1ccccc1 | -4% | 33%[activator] | 1% | 55%[activator] | 1 | i | 2% | -1% | -23%
CCN(CC)c1ncnc2scc(C3COc4ccccc4O3)c12 (centres undefined) | 6% | -7% | -4% | 86%[activator] | 3 | 7% | -4% | 1% | -17%
COC(=O)c1ccc(CN2CCC(Oc3ccc(C(=O)N4CCCCC4)cc3)CC2)cc1 | 2% | -5% | 3% | 8% | 0 | 8% | -2% | -6% | -19%
COc1ccc(Cl)cc1NC(=O)Cc1c(F)cccc1Cl | 1% | 3% | 7% | 30% | -2 | -4% | -4% | 12% | -14%
Cc1nn(-c2ccccc2)c(Cl)c1C(=O)Nc1nnc(C2CCCCC2)s1 | 4% | -2% | -3% | 34%[activator] | 4 | -7% | -9% | 1% | -23%

Of the compounds above, 2 contain a Cl atom.
SMILES | GLS inhibitor | TrxR1 inh | IDH1 R132H inh | HP1b chromo inh | PI4K2A block | Tb PGK inh | TrxR1 substrate | Pin1 inhibitor | USP1 inh
COc1ccc(Cl)cc1NC(=O)Cc1c(F)cccc1Cl | 1% | 3% | 7% | 30% | -2 | -4% | -4% | 12% | -14%
Cc1nn(-c2ccccc2)c(Cl)c1C(=O)Nc1nnc(C2CCCCC2)s1 | 4% | -2% | -3% | 34%[activator] | 4 | -7% | -9% | 1% | -23%

Next section.
SMILES | GLS inhibitor | TrxR1 inh | IDH1 R132H inh | HP1b chromo inh | PI4K2A block | Tb PGK inh | TrxR1 substrate | Pin1 inhibitor | USP1 inh
COc1cc(NC(=O)C2CCCN(S(=O)(=O)c3ccc4c(c3)oc(=O)n4C)C2)cc(OC)c1 (centres undefined) | -28% | 19% | 7% | 23% | 1 | -16% | -1% | 25% | -24%
Cc1noc(C)c1COc1ccc(C(=O)OCC(=O)NC23CC4CC(CC(C4)C2)C3)cc1 | 18% | 3% | 14% | 15% | -4 | 1% | -7% | -2% | -12%
CCCC(c1nnnn1C(C)(C)CC)N1CCN(C(=O)c2ccco2)CC1 (centres undefined) | 2% | 0%[57.1 µM] | 14% | 6% | 1 | -5% | 2%[57.1 µM] | -3% | -10%
Cc1ccc(OC(C)C(=O)Nc2ncc(Cl)cc2Cl)c([N+](=O)[O-])n1 (centres undefined) | -2% | -18% | -1% | -13% | -3 | 3% | 1% | 2% | -14%
COc1ccc(NS(=O)(=O)c2ccc(NC(C)=O)cc2)nn1 | 10% | 19% | 0% | 48% | 3 | -10% | 4% | -4% | -27%
O=c1c([N+](=O)[O-])c(N2CCCCCC2)c2ccccc2n1-c1ccccc1 | 0% | -1% | 4% | 21% | -3 | 2% | -4% | 6% | -6%
O=C(COc1ccc(Cl)cc1)Nc1ccc2c(c1)OCO2 | 3% | -2% | -1% | 12% | -1 | 5% | -4% | -8% | -3%
Cc1nc2ccccc2n1CCCOc1ccccc1 | -1% | 14% | -1% | 19% | 6 | 8% | 3% | 1% | -8%
Cc1cc(C)c(C(=O)CN2C(=O)NC3(CCCCC3)C2=O)cc1C | 3% | 31% | 3% | 19% | 4 | 1% | 3% | 0% | -1%
COC(=O)c1ccc(C2/C(=C(/O)c3ccc4c(c3)CC(C)O4)C(=O)C(=O)N2Cc2cccnc2)cc1 (centres undefined) | 2% | 1% | -9% | 56%[activator] | -1 | 2% | -8% | -1% | -22%
COc1cccc(C(=O)N2CCN(C3CCN(Cc4ccccc4)CC3)CC2)c1OC | 7% | -1% | 15% | 22µM* | -4 | -5% | -1% | -1% | -5%
COC(=O)c1ccccc1SCC(=O)Nc1ccc(N2CCOCC2)cc1 | 5% | 14% | -2% | -5% | -5 | -2% | 5%[57.1 µM] | -5% | -7%
CC1CN(c2nnc(NC(=O)c3ccccc3)s2)CC(C)O1 (centres undefined) | -13% | 1%[11.4 µM] | 10% | 25% | -3 | -2% | 4%[11.4 µM] | 1% | -17%
CCOC(=O)c1ccc(Oc2nc(C)nc3c2oc2ccccc23)cc1 | -13% | 3%[57.1 µM] | 0% | 36%[activator] | -2 | 3% | -6%[57.1 µM] | 3% | -18%
Cc1cc(C)c(C)c(S(=O)(=O)NCCCN2CCOCC2)c1C | 1% | -15%[57.1 µM] | -14% | 5% | -6 | 2% | -12%[57.1 µM] | 0% | 1%

Part of the list above with just Pin1 inhibitor, TrxR1 inh and USP1 inh.
structure,Pin1 inhibitor,TrxR1 inh,USP1 inh
O=c1c([N+](=O)[O-])c(N2CCCCCC2)c2ccccc2n1-c1ccccc1,6%,-1%,-6%
O=C(CCn1c(=O)[nH]c2ccsc2c1=O)N1CCN(c2ccc([N+](=O)[O-])cc2)CC1,17%,5%,-19%
CC1CN(c2nnc(NC(=O)c3ccccc3)s2)CC(C)O1 (centres undefined),1%,1%[11.4 µM],-17%
COc1cccc(C(=O)N2CCN(C3CCN(Cc4ccccc4)CC3)CC2)c1OC,-1%,-1%,-5%
Cc1ccc(OC(C)C(=O)Nc2ncc(Cl)cc2Cl)c([N+](=O)[O-])n1 (centres undefined),2%,-18%,-14%
COC(=O)c1ccc(CN2CCC(Oc3ccc(C(=O)N4CCCCC4)cc3)CC2)cc1,-6%,-5%,-19%

Later entries
SMILES | GLS inhibitor | TrxR1 inh | IDH1 R132H inh | HP1b chromo inh | PI4K2A block | Tb PGK inh | TrxR1 substrate | Pin1 inhibitor | USP1 inh
O=C(Nc1cc(C(F)(F)F)ccc1N1CCOCC1)c1ccncc1 | 1% | 16% | -4% | 35% | -4 | 0% | 3% | -5% | -15%
Cc1csc(-c2coc3cc(O)cc(C)c3c2=O)n1 | 18% | ? | 3% | 19% | -6 | . | -2%[57.1 µM] | 12% | -14%
CCOc1ccccc1N1CC(C(=O)NCCC2=CCCCC2)CC1=O (centres undefined) | -5% | -2%[57.1 µM] | 10% | 44%[activator] | 3 | i | 0%[57.1 µM] | 2% | -13%
CC(=O)c1cc(-c2ccc(F)cc2)n(CCC(=O)Nc2nc3c(C)cccc3s2)c1C | -11% | 19%[57.1 µM] | -14% | 26% | -1 | 6% | -3%[57.1 µM] | 8% | -4%
CS(=O)(=O)N1CCC(C(=O)Nc2ccccc2Cl)CC1 | -5% | 19% | 2% | 36% | -3 | -12% | 8% | -6% | -16%
CCCCNS(=O)(=O)c1ccc2nc(-c3cccnc3)cc(C(=O)NC(C)C)c2c1 | -4%&-1% | 22%[57.1 µM] | -10%&-4% | -3%&10% | -2&2 | -9%&-7% | 2%[57.1 µM] | 4%&9% | -10%&-16%
CN(N)C(=S)Nc1ccc(Cl)cc1 | -19% | 8%[57.1 µM] | 0% | 36% | 3 | -14% | -5%[57.1 µM] | 2% | -11%
Cn1c2ccccc2c(=O)c2c(O)cccc21 | 14% | 12% | 6% | 16% | 11 | -4% | -1% | 0% | -5%
Cc1cccnc1NC(=O)c1cccc(S(=O)(=O)NCc2ccccc2)c1 | -14% | -4%[57.1 µM] | -2% | 27% | -5 | -5% | -1%[57.1 µM] | 1% | -18%
CC(C)Sc1nnc(NC(=O)C2CC2)s1 | 1% | 1% | 6% | 34% | -3 | 0% | 0% | 4% | -12%
COc1ccc2c(c1)c1ncn(CCN3CCCC3)c(=O)c1n2C | 26% | 11%[57.1 µM] | -1% | 25% | -8 | 9% | 111%[activator][57.1 µM] | -1% | -13%
